Screens deposited in PubChem by Sanford-Burnham Center for Chemical Genomics.
ER stress surv: ER stress cell death inhibition; CSM14.1 thapsigargin ER stress survival, ATP luminescence; relative survival (cellular ATP), % at 15 µg/mL (by protocol); 48,000 tested, 0.33% active; AID 1010;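 active means survival measured by cellular ATP above 50% at 15 µg/ml in the first screen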;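 further: cell death triggered by about 15 µM thapsigargin; ATP read 24 h after thapsigargin was added; plate controls were thapsigargin with DMSO for no effect and DMSO without thapsigargin for full effect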
* = called active by the depositor. This is a subset (hit frequency here may not be typical).

SMILES	ER stress surv
COc1cc(C(=S)N2CCOCC2)cc(I)c1O	2
COc1cccc(C2NC(=S)NC(C)=C2C(=O)Nc2ccccc2OC)c1 (stereo not drawn)	6
CCOc1ccccc1NC(=O)c1ccc2c(c1)C(=O)N(CC(C)C)C2=O	3
COc1ccc(C(=O)N=Nc2c(O)n(CN3CCN(C)CC3)c3ccccc23)cc1	-3
COc1ccc(C2CC(=O)C3=C(C2)Nc2ccccc2NC3c2ccc(OC)c(OC)c2)cc1 (stereo not drawn)	12
COc1cc(/C=N/NC(=O)CSCc2cc(C)cc(C)c2)cc(OC)c1OC	-4
COC(=O)C1=C(C)N(C)C(=O)NC1c1cc(Br)c(O)c(OC)c1 (stereo not drawn)	-1
CC(C)CC(NC(=O)c1ccccc1)C(=O)OCC(=O)N1c2ccccc2Sc2ccccc21 (stereo not drawn)	8
CCOc1ccccc1NC(=O)CCc1ccccc1	5
COc1ccc(-c2nc3sc(-c4ccc(OC)cc4)nc3s2)cc1	6
CN(C)S(=O)(=O)c1cc(S(=O)(=O)N(C)C)c(Cl)cc1N	3
O=C(Nc1ccc(Br)cc1)c1nn2c(c1Cl)NC(c1ccc(Cl)cc1)CC2C(F)(F)F (stereo not drawn)	0
Oc1ccc(Br)cc1CN1CCN(Cc2ccncc2)CC1	2
Cc1cc(C)nc(Nc2nc3ccccc3[nH]2)n1	-1
CCOC(=O)c1ccc(N2NC(=O)/C(=C/c3ccc(C=O)cc3)C2=O)cc1	14
Cc1ccc(N2C(=O)CSC2c2ccc(F)cc2)cc1 (stereo not drawn)	2
Cc1ccc(OCC(=O)N2CCN(c3ccc([N+](=O)[O-])cc3)CC2)c(Br)c1	3
COc1ccc(CCNC2CC(=O)N(c3ccccc3)C2=O)cc1OC (stereo not drawn)	4
N#CC(C#N)=CN1CCCc2ccccc21	-1
O=C(NC(=S)Nc1ccccc1)c1ccccc1	-12
CCCC(=O)N1CCN(Cc2ccccc2)CC1	8
COc1ccc(NC(=O)C2COc3ccccc3O2)cc1OC (stereo not drawn)	2
Cc1ccc(NC(=O)c2ccc3c(c2)C(=O)N(CC2CCCO2)C3=O)cc1C (stereo not drawn)	3
COc1ccc(C2=C(Nc3ccccc3)c3ccccc3C2=O)cc1	2
CCOC(=O)C(C(=O)OCC)=C1Sc2ccccc2N1C	1
Cn1c(-c2ccc(S(=O)(=O)O)s2)nc2ccccc21	2
O=C1ON=C(c2ccccc2)/C1=C/c1ccc(Br)s1	-8
CCc1ccc(NC(=S)NC(=O)c2ccc(Cl)cc2)cc1	4
COc1ccc2nc(NC(=O)C3CCCN3S(=O)(=O)c3ccc(C)cc3)sc2c1 (stereo not drawn)	0
C/C(=N\Nc1nc(C)cc(=O)[nH]1)c1ccccc1	2

In another format: two of the compounds above
COc1ccc(C2=C(Nc3ccccc3)c3ccccc3C2=O)cc1
  ER stress surv = 2

CCOC(=O)C(C(=O)OCC)=C1Sc2ccccc2N1C
  ER stress surv = 1

Carrying on:
SMILES	ER stress surv
CCCCNCCCCCOc1c(C)cccc1C	-15
Cc1ccccc1C1(Cc2ccccc2)C(=O)c2ccccc2C1=O	2
CC1=NN(c2ccccc2)C(=O)/C1=C/c1ccc(OS(=O)(=O)c2ccccc2[N+](=O)[O-])cc1	-9
O=C(Nc1ccc(I)cc1)N1CCOCC1	-1
CC(=O)N1C(=O)/C(=C2\SC(=O)NC2=O)c2ccccc21	8
COc1cccc(-c2nc(-c3ccccn3)no2)c1	-6
Cc1c(NC(=O)COc2ccc3ccccc3c2)cccc1[N+](=O)[O-]	2
O=C(O)c1cccc(N2C(=O)c3cccnc3C2=O)c1	5
COc1ccc(-c2csc(/C(C#N)=C\c3ccc(C)s3)n2)cc1	6
Cc1ccc(-c2nc3ccccc3o2)cc1NC(=O)COc1ccc(Cl)cc1	-2
CC(C)(C)CC(C)(C)NC(=O)CSc1ncc(-c2ccccc2)[nH]1	3
CC1(C)N(O)C(c2ccc[nH]2)N(O)C1(C)C	1
N#CSCCCCCOc1ccc(I)cc1	-15
CC1=C(C(=O)OC(C)C)C(c2ccc(F)cc2)NC(=S)N1 (stereo not drawn)	2
Cc1ccc(NC(=O)c2ccc(C)o2)cc1	2

A section from further up, as a working copy:
SMILES	ER stress surv
CCCC(=O)N1CCN(Cc2ccccc2)CC1	8
COc1ccc(NC(=O)C2COc3ccccc3O2)cc1OC (stereo not drawn)	2

Three compounds from above, arranged by number of heavy atoms, ascending:
SMILES	ER stress surv
Cc1ccc(NC(=O)c2ccc(C)o2)cc1	2
Cc1ccc(-c2nc3ccccc3o2)cc1NC(=O)COc1ccc(Cl)cc1	-2
CC1=NN(c2ccccc2)C(=O)/C1=C/c1ccc(OS(=O)(=O)c2ccccc2[N+](=O)[O-])cc1	-9

The list goes on.
SMILES	ER stress surv
CCOC(=O)N1CCN(C(=O)/C(=C/c2ccc(OC)c(OC)c2)NC(=O)c2ccccc2)CC1	6
COc1ccc(S(=O)(=O)N(CC(=O)Nc2cccc(C(F)(F)F)c2)Cc2ccccc2)cc1	4
COc1ccccc1NC(=O)NCc1ccccn1	-4
COc1ccc(OC)c(/C=N\N2CCN(c3ccccc3OC)CC2)c1	6
Cc1ccc(/C=C/C(=O)Nc2nc(-c3ccccc3)c(C)s2)cc1	4
O=C(Oc1c(C(=O)Nc2ccc(Cl)c([N+](=O)[O-])c2)ccc2ccccc12)c1ccccc1	18
COc1ccc(/C=C2\SC(=S)N(CCCC(=O)NC34CC5CC(CC(C5)C3)C4)C2=O)cc1	13
COc1cccc(/C=C2/N=C(c3ccc(NC(C)=O)cc3)OC2=O)c1	4
O=C1Nc2ccc([N+](=O)[O-])cc2C1=Nc1ccc(-c2ccc(N=C3C(=O)Nc4ccc([N+](=O)[O-])cc43)cc2)cc1	0
O=C(CSc1nc2ccccc2o1)OCC(=O)c1ccc(F)cc1	3
O=C(CN(c1ccc(F)cc1)S(=O)(=O)c1ccccc1)Nc1cccc(Br)c1	5
CCCCCCCCC(=O)N/N=C(\C)c1ccco1	4
O=C(Nc1ccccc1)Nc1nnc(-c2ccc([N+](=O)[O-])cc2)s1	5
CCNc1ncnc2c1oc1ccccc12	0
Cc1sc(Nc2cccc(O)c2)nc1-c1ccccc1	1
O=C(/C=C/c1cccc(C(F)(F)F)c1)Nc1cccc2cccnc12	-6
N#C/C(=C/c1ccc(Cl)cc1)C(=O)Nc1ccc(O)cc1	8
CCOc1cccc(-c2nnc(NC(=O)c3ccccc3F)s2)c1	3
Cc1nc2c(CN(C)C)c(O)ccc2[nH]1	6
CCOC(=O)c1c(NC(=O)C(C)N2C(=O)c3ccccc3C2=O)sc2c1CCC(C)C2 (stereo not drawn)	-1
O=[N+]([O-])c1ccc(N2CCN(Cc3ccccc3)CC2)nc1	11
O=C(O)c1ccc(-c2ccc(/C=C3\SC(=S)N(c4ccc([N+](=O)[O-])cc4)C3=O)o2)cc1	-2
Cc1cc(C)nc(/N=C(\N)Nc2ccc(Cl)cc2C(=O)c2ccccc2)n1	-5
CCc1ccc(NC(=O)c2cc([N+](=O)[O-])ccc2Cl)cc1	1
COc1cc(/C=C2\C(=O)NC(=O)N(c3ccc(Br)cc3)C2=O)ccc1OCC(=O)O	10
COc1cc(NC(=O)c2cc([N+](=O)[O-])ccc2Br)ccc1NC(=O)c1ccco1	-5
COc1ccccc1NC(=O)c1ccc(Cl)cc1Cl	0
COC(=O)c1ccccc1NC(=O)CN(c1cccc([N+](=O)[O-])c1)S(=O)(=O)c1ccccc1	10
Cc1ccc2oc(-c3ccc(NC(=O)Cc4ccccc4)c(C)c3)nc2c1	13
COc1ccc(CN2CCN(Cc3ccccc3C(F)(F)F)CC2)cc1Br	-6
Cc1ccc(S(=O)(=O)NCCN2CCOCC2)cc1	8
COc1ccc(C)cc1NC(=O)c1ccc(C)c(C)c1	2
CCOC(=O)C1=C(C)N=c2s/c(=C\c3ccc(C(C)=O)c(OC)c3)c(=O)n2C1c1ccccc1 (stereo not drawn)	10
COc1cc(/C=N/N2CCN(Cc3cccc4ccccc34)CC2)cc(OC)c1O	-16
O=C(Nc1cc(C(F)(F)F)cc(C(F)(F)F)c1)c1ccc2c(c1)OCCO2	1
CCOc1ccc(N(CC(=O)Nc2cccc(C(C)=O)c2)S(C)(=O)=O)cc1	8
O=C(CN1C(=O)/C(=C\c2ccccc2F)SC1=S)Nc1nc2ccccc2s1	2
COc1ccc(CC(=O)N2CCN(c3ccc(F)cc3)CC2)cc1OC	11
O=C(CSc1nc2ccccc2[nH]1)NC1CCCC1	2
COc1ccc(CC(=O)Nc2cc(NC(=O)Cc3ccc(OC)cc3)cc(C(=O)NC(C)(C)C)c2)cc1	2
Nc1ccc2[nH]nc3c2c1C(=O)c1ccccc1-3	3
C=CCOc1c(Br)cc(/C=C2\C(=O)NC(=O)N(c3ccc(Cl)cc3)C2=O)cc1OC	7
Cn1c(=O)cc2c3c(c(Nc4ccc(C=O)cc4)ccc31)C(=O)c1ccccc1-2	13
O=[N+]([O-])c1ccc(C2Nc3ccc(OC(F)(F)F)cc3C3C=CCC32)cc1 (stereo not drawn)	-6
O=C(OCCN1CCOCC1)c1ccc(F)cc1	-4
NC1=NC2(CCCC2)N=C(Nc2ccc(F)cc2F)N1	-4
Cc1ccc(C2OCC3(CO)COC(c4ccc(C)cc4)N23)cc1 (stereo not drawn)	4
Cc1cc(NC(=O)Cc2cccs2)ccc1NC(=O)c1cccs1	3
CC1(C)CC(CC(=O)O)(Cc2ccccc2)CCO1 (stereo not drawn)	6
Cc1oc(/C=N/NC(=O)CN(c2ccccc2)S(=O)(=O)c2ccccc2)cc1Br	4
CC(NC(=O)CSc1nnc(N)s1)c1ccccc1 (stereo not drawn)	4
CCOC(=O)c1ccc(NC(=O)C2CC(=O)N(c3ccc(Br)cc3)C2)cc1 (stereo not drawn)	1
Cc1ccc(/C(O)=C2\C(=O)C(=O)N(CCCC(=O)O)C2c2ccccc2F)cc1 (stereo not drawn)	-7
CCc1ccccc1NC(=O)COc1ccc(Br)cc1C(C)(C)C	12
CCOC(=O)C1=C(C)N=c2s/c(=C\c3ccc(N(C)C)cc3)c(=O)n2C1c1cccc(OC)c1 (stereo not drawn)	1
COc1ccccc1C(=O)NC(NC(=O)c1ccccc1OC)c1ccc(Br)cc1	2
O=C1C2C3C=CC(C3=C3CCCC3)C2C(=O)N1Cc1ccccc1 (stereo not drawn)	2
O=C(Nc1ccccc1Br)c1ccccc1O	0
CC(C)CN1C(=O)/C(=C/c2ccccc2F)SC1=S	2
COc1cccc(C(CC(=O)O)NC(=O)c2ccccc2)c1 (stereo not drawn)	11

(cont.)
SMILES	ER stress surv
Nc1cccc(C2=Nc3cccc4cccc(c34)N2)c1	23
c1ccc(OCCN2CCCCC2)cc1	13
O=C1CCCC2=C1C(c1ccc(F)cc1)C1=C(CCCC1=O)O2	2
O=C(Nc1ccc(Cl)c(Cl)c1)Nc1cccc(Cl)c1Cl	-6
Cc1cc(C)n(C(=O)CCC(=O)Nc2cccc(Cl)c2C)n1	1
CCOC(=O)C1=CN(c2ccc(OCC)cc2)C=C(C(=O)OCC)C1c1ccc2c(c1)OCO2	3
CCc1cccc(NC(=O)CCc2ccccc2)c1	-2
CCN1CCN(C(=O)C2(C)CCCCC2)CC1	9
CCCCc1c(C)nc2c(C)cccc2c1SCC(=O)O	1
O=C(Nc1ccccc1)Nc1nnc(SCCOc2ccccc2)s1	-10
C/C(=N/NC(=O)COc1ccc(C)cc1)c1cccc([N+](=O)[O-])c1	7
COc1ccc(-c2nc3ccccc3c(C(=O)N3CCOCC3)c2C)cc1	-1
Cc1ccc(Nc2cc(C)c3ccccc3n2)cc1	-12
CC1=C(C(=O)Nc2ccc(C)cc2)C(c2ccc(Br)cc2)NC(=S)N1 (stereo not drawn)	8
CN=CC1=C(O)C(C(=O)OC)C(C)(C)CC1=O (stereo not drawn)	7
O=C(Nc1ccc2nn(-c3ccc(Cl)cc3)nc2c1)c1ccc([N+](=O)[O-])cc1	2
CCSC1=C(C#N)C(c2ccc([N+](=O)[O-])cc2)CC(=O)N1 (stereo not drawn)	3
COc1cc(/C=N/N2CCN(c3ccccc3)CC2)cc(OC)c1O	-4
C=CCNC(=S)N1CCN(CCNC(=O)C(=O)Nc2ccc(C)cc2)CC1	-3
COc1ccccc1/C=C1/SC(=S)N(CCC(=O)N2c3ccccc3Sc3ccccc32)C1=O	12
O=C(c1ccccc1Cl)N1CCN(c2ccc(Cl)cc2[N+](=O)[O-])CC1	5
CCOC(=O)c1cccc(N2C(=O)C3C4C=CC(C4=C(C)C)C3C2=O)c1 (stereo not drawn)	-1
CCOCCOC(=O)c1cccc(NC(=O)c2ccccc2C)c1	-1
COc1cc(C(=O)Nc2ccc3oc(-c4cccnc4)nc3c2)cc(OC)c1OC	2
CCSC1(CCC(=O)OC)C(C)=C(C)C(=O)N1Cc1ccccc1 (stereo not drawn)	-3
C=C(C)c1cccc(C(C)(C)NC(=O)NCc2ccco2)c1	5
N#C/C(=C\c1ccccc1[N+](=O)[O-])C(N)=O	0
COc1ccccc1-n1c(CN2C(=O)c3ccccc3C2=O)nc2ccccc2c1=O	0
COc1ccccc1OCC(=O)Nc1nc(-c2cccs2)c(NC(=O)c2ccccc2)s1	4
O=C(C1=C(O)C(=O)N(c2nncs2)C1c1ccc(F)cc1)c1cccs1 (stereo not drawn)	0
O=C1NN(c2ccccc2)C(=O)/C1=C/c1ccccc1OCc1ccc(F)cc1	-13
COc1ccc(Br)cc1C(=O)Nc1ccc(Cc2ccncc2)cc1	0
